Assay outcomes as filed in PubChem.
DAX1 inh-1 = DAX1 (NR0B1) inhibitors on StAR promoter, primary screen, cell-based, luminescence, SF-1 (NR5A1), full-length DAX-1; HEK293T StAR-luciferase reporter, SF-1/DAX-1 repression relief; inhibition, % at 6.8 µM; AID 652010, 2013; 370,000 compounds, 1.1% hits;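 active = inhibition above the mean over all tested compounds plus 3 SD, cut at about 3.6% in these data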;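 also: 0% = DAX-1 cells with DMSO and 100% = cells lacking DAX-1 with DMSO; higher inhibition means more luminescence from relief of DAX-1 repression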
PLCb3 inh = human PLC-beta3 inhibitors, primary screen, biochemical, fluorescence | 1-phosphatidylinositol 4,5-bisphosphate phosphodiesterase beta-3 (Homo sapiens), Q01970 | Purified PLC-beta3, fluorogenic substrate | inhibition, % at 12.2 µM | 370,000 compounds, 0.18% hits | AID 720704, 2013; in the data active = inhibition above about 11%;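 also: 0% = median of compound wells on plate and 100% = full blocker control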
hcDAF12 agonist = H. contortus DAF-12 nuclear receptor activators, primary screen, cell-based, luminescence, HEK293, lit1-tk-luc reporter. HEK293 hcDAF-12 lit1-tk-luc reporter; 0% DMSO, 100% Δ7-dafachronic acid. 370,000 compounds, 1.4% hits. activation, % at 6.8 µM;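 active = activation above the mean of all tested compounds plus 3 SD, cut at about 5.5% in these data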;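 also: 100% = response to 3 µM Δ7-dafachronic acid high control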
SMARCA2 activ = SMARCA2 (BRM) function activators, primary screen, cell-based, luminescence, high throughput; MG213 cells, MMTV-luciferase reporter, dexamethasone, overnight; activation, % at 9.1 µM; 370,000 compounds, 1% hits; AID 652017, 2013; in the data active = activation above about 7.8%;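 also: 0% = vehicle wells and 100% = reference activator wells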
hgDAF-12 ag = H. glycines DAF-12 receptor agonists, primary screen, cell-based, luminescence, HEK293, GAL4 fusion, UAS-luciferase; AID 687014, 2013; 370,000 compounds, 1.8% hits; Nuclear hormone receptor DAF-12 (Heterodera glycines), GAL4 fusion; activation, % at 6.8 µM; HEK293 GAL4-hgDAF12 UAS-luciferase reporter, agonist luminescence; normalized to butyrate control;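 active = activation above a cutoff set at the mean of all screened compounds plus 3 SD, cut at about 10% in these data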;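 also: 0% = DMSO wells and 100% = sodium butyrate wells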
PLCg1 inh = PLC-gamma1 enzyme inhibitors, primary screen, biochemical, fluorescence, purified enzyme; fluorogenic substrate; inhibition, % at 12.2 µM; 370,000 compounds, 0.84% hits; in the data active = inhibition above about 9.5%
ADAM17 inh = ADAM17 inhibitors, primary screen, biochemical, QFRET | Disintegrin and metalloproteinase domain-containing protein 17 (Homo sapiens), P78536 | recombinant ADAM17, EDANS/DABCYL FRET peptide cleavage | inhibition, % at 6.95 µM | 370,000 compounds, 0.83% hits | AID 720648, 2013;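 active = inhibition above the mean of compounds lying between control limits plus 3 SD, set per campaign, cut at about 8.5% in these data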;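 also: 0% = DMSO-only wells as the low control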
Rev-erbA mod = modulators of Rev-erb alpha DNA binding, primary screen, biochemical, FITC-DNA, fluorescence polarization, uHTS; activity, % at 10 µM; Rev-erbα–FITC-DNA binding, 90 min; 370,000 compounds, 0.79% hits;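 active = activity above about 14%, limit read from the data; passing the limit was not always enough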;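 also: 0% = DMSO wells with 35 nM protein and 100% = DMSO wells with 750 nM protein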
Target sequence (P20393 whole entry, looked up): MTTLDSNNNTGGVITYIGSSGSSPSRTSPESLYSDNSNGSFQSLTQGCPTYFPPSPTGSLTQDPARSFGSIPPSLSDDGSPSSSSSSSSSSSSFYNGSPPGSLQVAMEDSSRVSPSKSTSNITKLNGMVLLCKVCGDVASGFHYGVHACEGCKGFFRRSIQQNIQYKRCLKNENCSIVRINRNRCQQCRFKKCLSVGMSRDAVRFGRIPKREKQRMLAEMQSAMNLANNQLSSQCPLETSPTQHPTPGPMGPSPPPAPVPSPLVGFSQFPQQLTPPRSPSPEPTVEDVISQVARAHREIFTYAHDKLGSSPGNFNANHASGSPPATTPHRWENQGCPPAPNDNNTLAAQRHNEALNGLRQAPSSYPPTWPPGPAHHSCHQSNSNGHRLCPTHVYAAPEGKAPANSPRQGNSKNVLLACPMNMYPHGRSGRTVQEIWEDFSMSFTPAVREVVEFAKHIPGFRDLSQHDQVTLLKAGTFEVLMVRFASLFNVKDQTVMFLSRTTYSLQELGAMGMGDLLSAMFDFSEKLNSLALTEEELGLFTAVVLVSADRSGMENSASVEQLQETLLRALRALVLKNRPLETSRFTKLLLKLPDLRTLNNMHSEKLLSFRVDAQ
DAX1 inh-2 = DAX1 (NR0B1) inhibitors, primary screen, cell-based, HEK293, Gal4-DAX1, luciferase luminescence. Nuclear receptor subfamily 0 group B member 1 (Homo sapiens), P51843. AID 504766, 2011. inhibition, % at 6.75 µM. HEK293 Gal4-DAX1 luciferase reporter. 340,000 compounds, 0.99% hits;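 active = inhibition above the mean over all tested compounds plus 3 SD, cut at about 4.2% in these data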;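 also: 0% = DAX1-transfected cells with DMSO and 100% = empty-vector control cells with DMSO; inhibition shows as a rise in luminescence from relieved DAX1 repression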
ssDAF-12 act = S. stercoralis DAF-12 nuclear receptor activators, primary screen, cell-based, luminescence, HEK293, GRIP1 co-expression, lit1-tk-luc; 370,000 compounds, 1% hits; HEK293 ssDAF-12/GRIP1 lit1-tk-luc reporter; % of 3 µM dafachronic acid response; activation, % at 6.8 µM; AID 652126, 2013;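 active = activation above the mean over all tested compounds plus 3 SD, cut at about 0.9% in these data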;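 also: 0% = DMSO-only wells and 100% = 3 µM delta7-dafachronic acid wells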
MBD2 DNA inh = inhibitors of MBD2 binding to methylated DNA, primary screen, biochemical, TR-FRET, DNA-binding domain, human; Methyl-CpG-binding domain protein 2 (Homo sapiens), Q9UBB5; MBD2 binding to methylated oligonucleotide; inhibition, % at 4.4 µM; 370,000 compounds, 0.31% hits; in the data active = inhibition above about 13%
Target sequence (Q9UBB5 whole entry, looked up, the tested form may be a part): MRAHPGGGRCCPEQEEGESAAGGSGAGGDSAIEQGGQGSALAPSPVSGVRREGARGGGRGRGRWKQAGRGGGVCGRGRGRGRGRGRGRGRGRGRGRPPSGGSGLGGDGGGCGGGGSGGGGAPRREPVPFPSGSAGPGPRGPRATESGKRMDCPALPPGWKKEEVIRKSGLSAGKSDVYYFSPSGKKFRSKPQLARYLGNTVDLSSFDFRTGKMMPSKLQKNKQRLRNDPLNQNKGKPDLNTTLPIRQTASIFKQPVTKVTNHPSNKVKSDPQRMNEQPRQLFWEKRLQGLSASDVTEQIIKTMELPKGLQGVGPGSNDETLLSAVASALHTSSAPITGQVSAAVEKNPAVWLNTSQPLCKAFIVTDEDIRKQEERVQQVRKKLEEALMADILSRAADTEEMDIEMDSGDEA
Starred values were filed as active, the others as inactive. Random draw from the library, and some 7.4% of all compounds hit somewhere here.

For COc1ccc(NC(C)=O)cc1NC(=O)CSc1nnc(-c2ccccn2)n1C the results were DAX1 inh-1 -0.2, PLCb3 inh -1, hcDAF12 agonist -2.7, SMARCA2 activ -2, hgDAF-12 ag -2.8, PLCg1 inh 1, ADAM17 inh 1, Rev-erbA mod -4, DAX1 inh-2 0.9, ssDAF-12 act -1.1 and MBD2 DNA inh -5.
CCC1(O)CC(C(=O)OC)=NN1C(=O)c1ccccc1 (stereo not drawn) was read as DAX1 inh-1 0.7, PLCb3 inh 0, hcDAF12 agonist -0.1, SMARCA2 activ 0, hgDAF-12 ag -1.1, PLCg1 inh 0, ADAM17 inh -6, Rev-erbA mod 1, DAX1 inh-2 2.4, ssDAF-12 act -0.8 and MBD2 DNA inh 2.
CC(=O)NCCc1nc(-c2ccc(Cl)cc2)no1 was read as DAX1 inh-1 0.0, PLCb3 inh 2, hcDAF12 agonist -1.8, SMARCA2 activ 0, hgDAF-12 ag 1.3, PLCg1 inh 0, ADAM17 inh -1, Rev-erbA mod 1, DAX1 inh-2 0.3, ssDAF-12 act -1.5 and MBD2 DNA inh 0.
Screening C=CCNC(=O)COCc1cc(-c2ccc3c(c2)OCO3)on1 returned DAX1 inh-1 -0.4, PLCb3 inh -5, hcDAF12 agonist 0.7, SMARCA2 activ 1, hgDAF-12 ag 2.5, PLCg1 inh 3, ADAM17 inh -3, Rev-erbA mod 2, DAX1 inh-2 1.2, ssDAF-12 act -0.8 and MBD2 DNA inh -8.
For Cc1nc(Nc2ccc(S(N)(=O)=O)cc2)sc1C(=O)Nc1ccccc1 the results were DAX1 inh-1 -1.1, PLCb3 inh -14, hcDAF12 agonist -1.1, SMARCA2 activ 1, hgDAF-12 ag 0.2, PLCg1 inh -11, ADAM17 inh -1, Rev-erbA mod -1, DAX1 inh-2 0.1, ssDAF-12 act -1.2 and MBD2 DNA inh -4.
For CSc1ccc(C(=S)N2CCN(C(c3ccccc3)c3ccccc3)CC2)cc1 the results were DAX1 inh-1 -0.3, PLCb3 inh -1, hcDAF12 agonist -1.6, SMARCA2 activ -1, hgDAF-12 ag 10, PLCg1 inh 1, ADAM17 inh -2, Rev-erbA mod 7, DAX1 inh-2 -0.4, ssDAF-12 act -1.4 and MBD2 DNA inh 4.
`CC(=O)/C=C(\C)Nc1ccc(-c2cnc(-c3ccccc3)o2)cc1` gave DAX1 inh-1 4.0*, PLCb3 inh inactive, hcDAF12 agonist 6.2*, SMARCA2 activ 6, hgDAF-12 ag 18*, PLCg1 inh inactive, ADAM17 inh inactive, Rev-erbA mod 2, DAX1 inh-2 3.8, ssDAF-12 act 0.6 and MBD2 DNA inh 0.
For O=C(c1ccccc1NS(=O)(=O)c1ccc(Br)cc1)N1CCOCC1 the results were DAX1 inh-1 -1.3, PLCb3 inh 0, hcDAF12 agonist -1.9, SMARCA2 activ 2, hgDAF-12 ag 1.4, PLCg1 inh -3, ADAM17 inh 2, Rev-erbA mod 2, DAX1 inh-2 -0.3, ssDAF-12 act -1.4 and MBD2 DNA inh -8.
For CC(=O)c1nnn(-c2ccc([N+](=O)[O-])cc2)c1C the results were DAX1 inh-1 0.4, PLCb3 inh 4, hcDAF12 agonist -0.2, SMARCA2 activ 0, hgDAF-12 ag -0.5, PLCg1 inh -1, ADAM17 inh -1, Rev-erbA mod 1, DAX1 inh-2 -0.3, ssDAF-12 act -1.4 and MBD2 DNA inh -1.
`CCOC(=O)C1=C(c2ccccc2)N=C2SCC(=O)N2C1c1cccc(OC)c1` (stereo not drawn) gave DAX1 inh-1 0.1, PLCb3 inh -20, hcDAF12 agonist -1.0, SMARCA2 activ -1, hgDAF-12 ag 1.5, PLCg1 inh -14, ADAM17 inh -1, Rev-erbA mod 0, DAX1 inh-2 1.8, ssDAF-12 act -1.3 and MBD2 DNA inh -3.
For COC(=O)[C@]12C[C@H](CC(=O)N3CCC(c4ccccc4)CC3)C(=O)N(Cc3cccc4ccccc34)C1=C[C@H](C1CCCC1)O[C@@H]2C the results were DAX1 inh-1 -0.9, PLCb3 inh -3, hcDAF12 agonist 0.6, SMARCA2 activ -4, hgDAF-12 ag 4.0, PLCg1 inh 7, ADAM17 inh -4, Rev-erbA mod -4, ssDAF-12 act -1.1 and MBD2 DNA inh 8.
For O=C(NNc1ccc(C(F)(F)F)cc1[N+](=O)[O-])c1ccc(NS(=O)(=O)c2ccc(F)cc2)cc1 the results were DAX1 inh-1 -0.2, PLCb3 inh 8, hcDAF12 agonist 0.8, SMARCA2 activ 1, hgDAF-12 ag 2.5, PLCg1 inh 3, ADAM17 inh 4, Rev-erbA mod 1, DAX1 inh-2 -1.8, ssDAF-12 act -1.9 and MBD2 DNA inh -4.
For Cc1ccc(NC(=O)Cn2nnc(C(=O)Nc3ccc(F)c(Cl)c3)c2N)cc1 the results were DAX1 inh-1 -0.3, PLCb3 inh -3, hcDAF12 agonist 1.1, SMARCA2 activ 0, hgDAF-12 ag 0.0, PLCg1 inh 3, ADAM17 inh 0, Rev-erbA mod 3, DAX1 inh-2 0.9, ssDAF-12 act -0.9 and MBD2 DNA inh 1.
Screening COc1cccc(/C=N/NC(=O)CNC(=O)CCc2ccccc2)c1O returned DAX1 inh-1 -0.5, PLCb3 inh -53, hcDAF12 agonist -1.2, SMARCA2 activ -3, hgDAF-12 ag -0.2, PLCg1 inh -35, ADAM17 inh -5, Rev-erbA mod 5, DAX1 inh-2 -0.6, ssDAF-12 act -0.4 and MBD2 DNA inh -5.
CC(Sc1nncn1C)C(=O)Nc1ccc2ccccc2c1 (stereo not drawn) was read as DAX1 inh-1 2.5, PLCb3 inh -2, hcDAF12 agonist 1.1, SMARCA2 activ -1, hgDAF-12 ag 1.1, PLCg1 inh 3, ADAM17 inh -2, Rev-erbA mod 2, DAX1 inh-2 4.6*, ssDAF-12 act -1.1 and MBD2 DNA inh -4.
`COc1cc(NC(=O)c2cccs2)c(C(=O)OCC(=O)NCc2ccccc2)cc1OC` gave DAX1 inh-1 0.2, PLCb3 inh -2, hcDAF12 agonist -0.3, SMARCA2 activ -3, hgDAF-12 ag 0.0, PLCg1 inh 1, ADAM17 inh -2, Rev-erbA mod 6, DAX1 inh-2 0.6, ssDAF-12 act -1.0 and MBD2 DNA inh 8.
Cc1ccc(N2C(=O)[C@@H]3C(c4cccnc4)=NO[C@@H]3C2=O)cc1 was read as DAX1 inh-1 0.1, PLCb3 inh 7, hcDAF12 agonist 0.7, SMARCA2 activ -5, hgDAF-12 ag -1.2, PLCg1 inh 8, ADAM17 inh 1, Rev-erbA mod 0, ssDAF-12 act -1.3 and MBD2 DNA inh -1.
`CCOc1ccccc1N(CC(=O)NCC1CCCO1)C(=O)CCC(=O)Nc1nccs1` (stereo not drawn) gave DAX1 inh-1 -0.1, PLCb3 inh -7, hcDAF12 agonist 0.4, SMARCA2 activ -2, hgDAF-12 ag 2.1, PLCg1 inh -4, ADAM17 inh -4, Rev-erbA mod 5, DAX1 inh-2 -0.4, ssDAF-12 act -0.8 and MBD2 DNA inh -1.
For O=[N+]([O-])c1ccc(Cl)cc1NCc1cccnc1 the results were DAX1 inh-1 0.7, PLCb3 inh -5, hcDAF12 agonist -3.4, SMARCA2 activ 5, hgDAF-12 ag -0.8, PLCg1 inh 3, ADAM17 inh -1, Rev-erbA mod 1, DAX1 inh-2 -0.9, ssDAF-12 act -1.5 and MBD2 DNA inh -10.
Screening COCCN(CC(=O)Nc1cccc(C)c1C)C(=O)Cc1sc(C)nc1-c1ccc(F)cc1 returned DAX1 inh-1 1.0, PLCb3 inh -3, hcDAF12 agonist -0.2, SMARCA2 activ 3, hgDAF-12 ag -1.3, PLCg1 inh -2, ADAM17 inh -3, Rev-erbA mod 1, DAX1 inh-2 0.8, ssDAF-12 act -0.9 and MBD2 DNA inh -4.
Screening COc1ccccc1C(=O)NNC(=O)c1ccc2ccccc2c1O returned DAX1 inh-1 0.9, PLCb3 inh -14, hcDAF12 agonist 3.7, SMARCA2 activ 1, hgDAF-12 ag 6.3, PLCg1 inh -14, ADAM17 inh -4, Rev-erbA mod 1, DAX1 inh-2 0.6, ssDAF-12 act 0.3 and MBD2 DNA inh -1.
For CCCCn1nc2cc(C(=O)NCc3ccccc3)ccc2c1OCC the results were DAX1 inh-1 -0.5, PLCb3 inh inactive, hcDAF12 agonist -1.7, SMARCA2 activ -1, hgDAF-12 ag -1.2, PLCg1 inh -479, ADAM17 inh -289, Rev-erbA mod -6, DAX1 inh-2 -0.8, ssDAF-12 act -1.0 and MBD2 DNA inh -5.
Screening O=C(OCC(=O)N(C1CCCCC1)C1CCCCC1)c1ccco1 returned DAX1 inh-1 0.8, PLCb3 inh -3, hcDAF12 agonist -0.5, SMARCA2 activ -4, hgDAF-12 ag -2.9, PLCg1 inh 4, ADAM17 inh 2, Rev-erbA mod 2, DAX1 inh-2 2.9, ssDAF-12 act -1.4 and MBD2 DNA inh -1.
CCOC(=O)c1nnn2c1nc(N1CCCCC1)c1ccccc12 was read as DAX1 inh-1 0.3, PLCb3 inh -4, hcDAF12 agonist 0.2, SMARCA2 activ -4, hgDAF-12 ag -1.2, PLCg1 inh 1, ADAM17 inh -1, Rev-erbA mod 0, DAX1 inh-2 1.5, ssDAF-12 act -0.2 and MBD2 DNA inh 0.
Screening O=C(Nc1ccc2c(c1)OCO2)c1cc(C2CCCCN2S(=O)(=O)Cc2ccccc2)on1 (stereo not drawn) returned DAX1 inh-1 4.4*, PLCb3 inh -2, hcDAF12 agonist 3.8, SMARCA2 activ 5, hgDAF-12 ag 11*, PLCg1 inh 0, ADAM17 inh 3, Rev-erbA mod 13, ssDAF-12 act -1.2 and MBD2 DNA inh 3.
For Cc1ccc(CNC(=O)CCS(=O)(=O)c2ccc3c(c2)NC(=O)CO3)cc1 the results were DAX1 inh-1 -0.1, PLCb3 inh -3, hcDAF12 agonist -0.7, SMARCA2 activ 1, hgDAF-12 ag 0.5, PLCg1 inh -2, ADAM17 inh -1, Rev-erbA mod 0, DAX1 inh-2 1.1, ssDAF-12 act -0.5 and MBD2 DNA inh -6.
